From PubChem
EPAC1 ag = agonists of human EPAC1; O95398; EPAC1 agonist qHTS, biochemical assay; response scale: 100% = response to 6.5 mM cAMP; Potency, µM (doses to about 154 µM), inactives show at the highest dose activation, most hits filed as activators; actives 0.073% (n = 360,000); note: potency is the fitted concentration of half-maximal effect; nearly all actives have a fitted effect of over 60% in size
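Read-out is the fluorescence drop as BODIPY-GDP leaves Rap1B (480 nm excitation, 540 nm emission), recorded every 5 minutes over 30 minutes. Reactions held 100 nM EPAC1, 250 nM Rap1B–BODIPY-GDP and 50 uM GDP, with 6.5 mM cAMP setting full activation.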
PLK1 PBD block = inhibitors of human PLK1 polo-box domain binding | P53350 | Plk1 PBD binding of FITC phosphopeptide, fluorescence polarization | Potency, µM, inactives show max response, negative = inhibition, actives largely listed as inhibitors | actives 2.8% (n = 360,000) | AID 720504; note: potency is the fitted concentration of half-maximal effect; series mostly up to about 57 µM; % is set by controls: 0 for no effect and ±100 for the full control effect; nearly all actives have a fitted effect of over 65% in size
Target sequence (P53350 whole entry, looked up, the tested form may be a part): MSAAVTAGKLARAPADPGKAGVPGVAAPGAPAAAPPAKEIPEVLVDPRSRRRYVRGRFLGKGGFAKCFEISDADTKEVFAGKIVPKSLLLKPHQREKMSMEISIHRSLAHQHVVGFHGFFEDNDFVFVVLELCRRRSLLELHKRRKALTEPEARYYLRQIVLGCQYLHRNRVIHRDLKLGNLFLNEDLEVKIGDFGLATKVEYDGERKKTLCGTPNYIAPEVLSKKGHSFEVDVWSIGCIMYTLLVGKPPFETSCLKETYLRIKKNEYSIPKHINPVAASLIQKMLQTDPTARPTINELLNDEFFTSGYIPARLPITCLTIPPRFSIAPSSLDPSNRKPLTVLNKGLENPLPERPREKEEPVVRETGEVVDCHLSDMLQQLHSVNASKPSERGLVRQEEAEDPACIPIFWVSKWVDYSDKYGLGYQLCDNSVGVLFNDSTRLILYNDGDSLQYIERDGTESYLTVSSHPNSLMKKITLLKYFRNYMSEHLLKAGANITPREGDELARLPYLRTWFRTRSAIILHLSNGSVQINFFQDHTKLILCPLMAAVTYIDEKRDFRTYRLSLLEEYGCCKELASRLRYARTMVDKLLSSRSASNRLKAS
PI5P4K alpha inh = inhibitors of human PI5P4K alpha. P48426. PI5P4Kalpha enzyme, ADP-Glo luminescence, 60 min; active compounds read low. max response, %. actives 1.2% (n = 330,000); active = max response of -50% or lower; inconclusive = between -30% and -50%; inactive = -30% or higher; note: value at the top dose of about 77 µM; % is set by controls: 0 for no effect and ±100 for the full control effect
Target sequence (P48426 whole entry, looked up): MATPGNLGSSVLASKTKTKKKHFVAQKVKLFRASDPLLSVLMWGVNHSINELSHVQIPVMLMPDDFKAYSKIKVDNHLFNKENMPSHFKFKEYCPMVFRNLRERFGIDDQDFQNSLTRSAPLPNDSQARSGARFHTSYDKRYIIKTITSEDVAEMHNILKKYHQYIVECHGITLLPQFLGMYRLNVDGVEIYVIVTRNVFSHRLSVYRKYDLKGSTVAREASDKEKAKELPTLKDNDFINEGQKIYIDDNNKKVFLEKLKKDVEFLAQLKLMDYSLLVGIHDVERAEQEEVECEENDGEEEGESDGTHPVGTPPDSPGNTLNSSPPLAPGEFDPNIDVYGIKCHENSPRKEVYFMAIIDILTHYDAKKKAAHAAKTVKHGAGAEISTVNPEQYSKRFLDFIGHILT
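Human PI5P4Kalpha with substrate in 0.038 M HEPES pH 7.4, 0.28 mM EGTA, 0.1% CHAPS, 5% DMSO; reaction started with 5 microM ATP (final), 60 min at room temperature. ADP formed read by ADP-Glo luminescence.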
GLP1R cytotox = cytotoxicity in counter-screen for GLP-1R inverse agonists; HEK293 cAMP-luciferase reporter cells, luminescence, 24 h; Potency, µM (series often up to 38.3 µM), for the others: top-dose activity change, negative = inhibition, most hits filed as inhibitors; actives 0.13% (n = 410,000); AID 624418;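 note: loss of luciferase light is scored as toxicity; potency is the fitted concentration of half-maximal effect; % is set by controls: 0 for no effect and ±100 for the full control effect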
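Compound-treated cells are incubated 24 hr at 37 deg C under 5% CO2 after a 12 hour attachment period, then luciferase detection reagent is added and luminescence is measured following 12 min at room temperature; lowered signal indicates toxicity.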
PTHR1 agonist = PTHR1 (human) receptor agonism. HEK293 GP2 PTHR1 cells, GloSensor cAMP luminescence, 1 h. Potency, µM (top dose mostly 115 µM), inactives show at the highest dose activation, hits mostly activators. actives 0.075% (n = 410,000); note: potency is the fitted concentration of half-maximal effect; nearly all actives have a fitted effect of over 55% in size; some results filed as inactive show a strong effect at the top dose; inactives centre near -15; many of its hits are not listed in these tables
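HEK-293-derived GP2 cells expressing PTHR1 and a GloSensor cAMP reporter, 3,000/well, plated overnight, given luciferin plus IBMX (each 0.5 mM as added) for 1 h at 37 °C, then compound for 1 h at 37 °C. Luminescence was read after 15 min at room temperature.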
GLP-1R agonist = GLP-1 receptor (human) agonism; Potency, µM (doses to about 45.6 µM), without a hit: top-dose activation, actives largely listed as activators; HEK293 GLP-1R CRE-luciferase, luminescence, 4-6 h; cells express a hypersensitive GLP-1R form; P43220; actives 0.007% (n = 380,000); note: potency is the fitted concentration of half-maximal effect; % of control where 0% means no effect
IL2 activator = activates IL-2 in a cell-based reporter assay; IL-2 activation reporter assay, cell-based qHTS; stimulated with anti-CD3/CD4/CD28 beads; in transgenic mouse T cells; activation, % (series mostly up to about 46 µM); actives 0.065% (n = 360,000); AID 652025; in the data active = activation above about 50%; inconclusive = mostly about 30% to 49%; note: 0% is about no effect
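Quantitative HTS in unstimulated transgenic mouse T cells, with memory T cells as non-tolerant control and PMA/ionomycin as tolerance-bypass control. Compound pretreatment lasted 60 minutes before 18 h bead stimulation; EGFP/DsRed fluorescence read.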
GLP1R inv ag = acts as inverse agonist at human GLP-1 receptor | P43220 | HEK293 GLP-1R CRE-luciferase, luminescence, 24 h; GLP-1R form is constitutively active | Potency, µM (titrated, usually from 38.3 µM), without a hit: top-dose activity change, negative = inhibition, usual class: inhibitors | actives 1.6% (n = 410,000); note: potency is the fitted concentration of half-maximal effect; % is set by controls: 0 for no effect and ±100 for the full control effect; nearly all actives have a fitted effect of over 55% in size
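Stable HEK293 clone (constitutively active GLP-1R + cAMP-response luciferase); 200 cells/uL plated, 12 h pre-culture, compound 24 hr, 37 deg C/5% CO2; detection reagent 12 min RT; luminescence.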
EPAC1 antag = blocks human EPAC1 exchange factor | actives 0.14% (n = 360,000) | EPAC1 GEF assay, Rap1b-BODIPY-GDP exchange fluorescence | AID 720709 | Potency, µM (highest dose often 115 µM), inactives show at the highest dose activity change, negative = inhibition, hits mostly inhibitors | O95398;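 note: potency is the fitted concentration of half-maximal effect; plate controls were vehicle for no effect and positive control for full effect; nearly all actives have a fitted effect of over 50% in size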
Active calls of the source: *; i = inactive; ? = inconclusive; . = no result given; & = joins results of further samples; [ ] = dose if it differs, or a comment. Unless noted, calls come from the whole dose curve; as a rule, active = well fitted curve in the direction sought with a large enough effect; inconclusive = small, poorly fitted or top-dose-only effect, or another doubt; inactive = no such curve, though single readings can be large; an effect the other way counts as inactive or inconclusive. An excerpt. The share of hits here may be higher or lower than overall.

Under each structure: EPAC1 ag, PLK1 PBD block, PI5P4K alpha inh, GLP1R cytotox, PTHR1 agonist, GLP-1R agonist, IL2 activator, GLP1R inv ag, EPAC1 antag
CC1=C(C)CC2C(=O)N(Cc3ccccc3)C(=O)C2C1 (stereo not drawn)
  3%, -11%, ., 12%, i, 1%, -0.4, -5%, -6%
COc1ccc(-c2nc(-c3ccc(Br)cc3)no2)c(OC)c1
  9%, -9%, ., 3%, -18%, 2%, -3.6, 0%, 1%
O=C(COC(=O)C1CC(=O)N(Cc2ccccc2)C1)Nc1cccc([N+](=O)[O-])c1 (stereo not drawn)
  -5%, 0%, 4, 2%, i, -5%, -0.2, 11%, -7%
CSc1ncccc1C(=O)OCn1nnc2ccccc2c1=O
  0%, -9%, ., -4%, i, 8%, -0.9, -7%, -12%
CS(=O)(=O)N(CC(=O)N1CCc2ccccc2C1)Cc1ccc(F)cc1
  4%, -1%, -8, -22%, -23%, 3%, 0.7, -3%, -7%
COc1ccc(C(=O)NCCCc2nc3ccccc3n2Cc2cc(C)ccc2C)cc1OC
  -5%, 5%, 1, -17%, i, 18%, -2.9, ?, -22%
Fc1ccc(N2CCN(c3ncnc4onc(-c5ccc(Cl)cc5)c34)CC2)cc1
  ., ., ., 7%, -51%[inhibitor], -1%, ., ?, .
OCC[C@@H]1C[C@H](O)[C@@H](O)[C@]2(OCc3ccccc32)O1
  2%, -9%, -3, 2%, -23%, -3%, -0.6, -1%, -16%
Nc1nc(N2CCN(c3ccccc3)CC2)n[nH]1
  5%, -11%, 2, -3%, 0%, 2%, -0.7, 7%, -21%
CC12CCC(c3c(C(=O)O)nn(-c4ccccc4)c31)C2(C)C (stereo not drawn)
  12%, -7%, ., 5%, i, 0%, 2.0, 6%, -10%

(list continues)
Under each structure: EPAC1 ag, PLK1 PBD block, PI5P4K alpha inh, GLP1R cytotox, PTHR1 agonist, GLP-1R agonist, IL2 activator, GLP1R inv ag, EPAC1 antag
COc1ccccc1Cc1c(-c2ccccc2)nc2ccc(Cl)cn12
  12%, -8%, -24, -2%, -37%[inhibitor], 8%, -0.4, 20%, -3%
CCOc1ccc(S(=O)(=O)c2ccc(C)cc2)c2c1no[n+]2[O-]
  -10%, 0%, 1, -7%, -93%[inhibitor], -1%, -5.3, 32%[activator], 2%
C=CC[C@@H](CC(=O)N[C@H](CO)Cc1ccccc1)C(=O)N[C@@H](COC(=O)[C@@H](CC=C)Cc1ccc(F)cc1)Cc1ccccc1
  -6%, -5%, 3, -2%, i, 5%, 0.5, 0%, -1%
COc1ccc(/C=C(/NC(=O)c2ccc(C)cc2)C(=O)N2CCCC2)cc1OC
  -5%, -3%, -5, -6%, -12%, 13%, 0.4, 6%, 17%
CCCc1cc(C(=O)Nc2cccc3ccccc23)n(C)n1
  7%, -8%, 3, -8%, -2%, 18%, 1.0, ?, -16%
CCCn1c(=O)c(C(=O)Nc2cc(C)ccn2)c(O)c2ccccc21
  9%, -9%, -7, -5%, -20%, -4%, -0.1, 2%, -7%
Cc1occc1-c1nnc(SCC(=O)NC(C)(C)C)n1C(C)c1ccccc1 (stereo not drawn)
  1%, -2%, 3, -3%, i, 7%, -0.4, ?, 2%
O=C(CN1C(=O)S/C(=C\c2ccccc2F)C1=O)NC1CCS(=O)(=O)C1 (stereo not drawn)
  17%, -11%, 1, -1%, i, -4%, -2.0, 23%, 7%
Cc1ccc(S(=O)(=O)N2CCC(C(=O)NCCCn3ccnc3)CC2)cc1
  -7%, 2%, -9, -5%, -19%, -9%, -1.0, -27%, 2%
Cc1cc(Cl)ccc1C(O)c1ncc(-c2cccc(F)c2)[nH]1 (stereo not drawn)
  0%, -5%, 16, -4%, i, 13%, -0.3, ?, -12%

Additional structures follow:
Under each structure: EPAC1 ag, PLK1 PBD block, PI5P4K alpha inh, GLP1R cytotox, PTHR1 agonist, GLP-1R agonist, IL2 activator, GLP1R inv ag, EPAC1 antag
Cn1ncc([N+](=O)[O-])c1C(=O)Nc1ccccc1Cl
  -5%, -17%, -5, 4%, -2%, -1%, -1.0, 0%, -2%
CCN(CC)S(=O)(=O)c1cc(-c2nn(C)c(=O)c3ccccc23)ccc1C
  1%, -9%, -28, 7%, -18%[57.5 µM], ?, -0.8, 54%[activator], -17%
O=C(OCc1ccco1)c1ccc2c(c1)N(Cc1cccc(F)c1)C(=O)c1ccccc1S2
  ., ., ., 7%, i, 12%, ., ?, .
COCCCn1c(Cc2ccccc2)nnc1SCC(=O)N1CCCCC1
  7%, -8%, ., -2%, ?, 1%, -1.1, -14%, 23%
CCC/C=C(\CCC)C(NC(=O)c1ccc(C(=O)OC)cc1)c1ccc(C(=O)OC)cc1 (stereo not drawn)
  -6%, -2%, 8, 11%, i, 0%, -0.7, ?, -25%
OC(CN1C2=NCCN2c2ccccc21)c1ccc2c(c1)OCO2 (stereo not drawn)
  -5%, -9%, 3, 11%, i, -25%, 0.7, ?, -6%
COc1ccc(N2CCN(C(=O)C3CCN(C(=O)c4ccc([N+](=O)[O-])cc4)CC3)CC2)cc1
  7%, 4%, -2, 1%, -9%, 6%, 0.7, 4%, -3%
CC1(C)CC(=O)C(/C=N/n2c(C(F)(F)F)nc3ccccc3c2=O)=C(O)C1
  3%, -1%, ., 3%, -19%[57.5 µM], 1%, -0.3, 1%, 1%
CC(=O)c1cc(-c2ccccc2)n(CCC(=O)NC2CCC(C)CC2)c1C (stereo not drawn)
  -2%, -7%, -1, -14%, -18%, 1%, -0.2, -20%, 5%
Cc1ccc(C[n+]2cc(-c3ccc(Cl)cc3)n3c2CCC3)cc1
  0%, 3%, 2, -23%, -26%, 10%, -2.8, ?, 4%

(list continues)
Under each structure: EPAC1 ag, PLK1 PBD block, PI5P4K alpha inh, GLP1R cytotox, PTHR1 agonist, GLP-1R agonist, IL2 activator, GLP1R inv ag, EPAC1 antag
Cc1ccc2c(c1)N(CC(=O)NCC1CCCO1)C(=O)C(C)O2 (stereo not drawn)
  -2%, 0%, 3, -14%, 6%, 1%, 2.1, 7%, 2%
COc1ccc(-c2nc3ccccc3n2OCC(=O)O)cc1
  -8%, -3%, 0, 5%, -28%, -4%, 3.4, -2%, 9%
CCn1cc(C(=S)N2CCC(C(N)=O)CC2)c2ccccc21
  6%, -7%, -4, -5%, i, -3%, -2.3, -13%, -7%
COC(=O)c1c(-c2ccsc2)oc2ccc(-c3cc(OC)c(OC)c(OC)c3)cc12
  -6%, 1%, 13, 12%, i, 3%, -1.8, -28%, -20%
O=C(O)C(Oc1ccc2c(-c3ccccc3)cc(=O)oc2c1)c1ccccc1 (stereo not drawn)
  5%, ?, -5, -2%, -9%, 8%, 1.3, 37%[activator], -1%
CCOc1cc(N2CCOCC2)c(OCC)cc1NC(=O)COc1cccc2cccnc12
  -15%, -4%, -2, ?, -8%[57.5 µM], -11%, -0.8, ?, 3%
COc1ccc(C2c3c(ncn(CCN4CCOCC4)c3=N)Oc3ccc4ccccc4c32)cc1OC (stereo not drawn)
  -4%, -15%&-3%, ., -39%, -11%, 15%, -2.0, 0%, 13%
Cc1cc(N/C=C/C(=O)c2cccc3ccccc23)no1
  7%, -1%, ., -6%, i, -5%, -2.1, 3%, -7%
Cc1ccc(N/C=C2/Sc3ccccc3NC2=O)cc1
  3%, 8%, -21, 2%, -19%, -2%, 28, 19%, 11%
O=C1CCCN1CCC(=O)N1CCCC(Nc2ccc(F)c(F)c2)C1 (stereo not drawn)
  -1%, 2%, -1, 0%, i, 8%, -1.1, 12%, -11%

Next section:
Under each structure: EPAC1 ag, PLK1 PBD block, PI5P4K alpha inh, GLP1R cytotox, PTHR1 agonist, GLP-1R agonist, IL2 activator, GLP1R inv ag, EPAC1 antag
Cc1cc2ncn(/N=C/c3cccnc3)c2cc1C
  -9%, -1%, 7, -10%, -68%, 23%, -2.3, 101%[activator], 9%
Cc1cc(NC(=O)c2ccc(F)cc2)n(CCOC(=O)c2ccc(F)cc2)n1
  6%, 0%, -4, -8%, i, 18%, -0.5, 8%, 3%
COc1cc(NC(=O)[C@H]2CSCN2C(=O)[C@@H]2CCC(=O)N2)cc(OC)c1OC
  -6%, -12%, 4, -7%, -71%[inhibitor], -2%, -1.9, 12%, -15%
CN(CC(=O)Nc1cccc(F)c1)C(=O)c1ccc2c(c1)OCCO2
  -54%[inhibitor], 0%, -9, -21%, -21%, 5%, -0.1, -7%, 0%
Cc1ccc(C(=O)N2CCOCC2)c(F)c1F
  2%, -6%, -4, 3%, i, -2%, 2.1, 1%, -13%
COc1cc(CC(=O)Nc2cc(S(C)(=O)=O)ccc2Cl)cc(OC)c1OC
  0%, -16%, 1, -5%, 11%, 13%, -1.2, 2%, -17%
CCCC(C)C(=O)Nc1cccc(NC(C)=O)c1 (stereo not drawn)
  1%, -2%, ., 6%, -4%[57.5 µM], -3%, 6.5, 0%, 4%
CCOc1ccc(NC(=O)CN(C)S(=O)(=O)c2cccc3cccnc23)cc1
  -4%, -1%, -1, -21%, -9%, -1%, -2.4, -4%, 9%
CCCn1c(=N)c(C(=O)NCc2cccnc2)cc2c(=O)n3cc(C)ccc3nc21
  ., ., ., 26%, -17%, 0%, ., 23%, .
O=C(O)C1CC(=O)n2c(nc3ccccc32)S1 (stereo not drawn)
  4%, -5%, -7, -9%, i, 1%, -2.2, 0%, 5%

The listing continues:
Under each structure: EPAC1 ag, PLK1 PBD block, PI5P4K alpha inh, GLP1R cytotox, PTHR1 agonist, GLP-1R agonist, IL2 activator, GLP1R inv ag, EPAC1 antag
CCSC(=N)N
  14%, -4%, 1, -4%, i, 17%, -0.5, 27%, -2%
COC(=O)[C@]12CCCCC=C1N(Cc1ccccc1)C(=O)[C@H](CC(=O)NCc1ccc(OC)c(OC)c1)C2
  1%, -13%, -1, -8%, i, 8%, -0.2, 2%, 10%
Cc1ccc(S(=O)(=O)NCC(=O)NCC(=O)N2CCC(C)CC2)cc1
  2%, -9%, -1, 13%, i, -13%, 1.8, -11%, -10%
COc1ccc2nc(C)cc(SCC(=O)OC(C)C)c2c1
  -8%, ?, -1, 17%, -15%, 23%, -0.6, ?, -22%
